# GPR7 antag: human neuropeptides B/W receptor 1 antagonism; P48145; GPR7-expressing cells, fluorescence antagonist assay; inhibition, % at 4.4 µM; 1.1% of 290,000 active; AID 1861; in the data active = inhibition above about 16%, passing the limit was not always enough;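 note: cells stimulated with the agonist NPW; 0% = agonist with vehicle and 100% = vehicle without agonist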
# Target sequence (P48145 whole entry, looked up): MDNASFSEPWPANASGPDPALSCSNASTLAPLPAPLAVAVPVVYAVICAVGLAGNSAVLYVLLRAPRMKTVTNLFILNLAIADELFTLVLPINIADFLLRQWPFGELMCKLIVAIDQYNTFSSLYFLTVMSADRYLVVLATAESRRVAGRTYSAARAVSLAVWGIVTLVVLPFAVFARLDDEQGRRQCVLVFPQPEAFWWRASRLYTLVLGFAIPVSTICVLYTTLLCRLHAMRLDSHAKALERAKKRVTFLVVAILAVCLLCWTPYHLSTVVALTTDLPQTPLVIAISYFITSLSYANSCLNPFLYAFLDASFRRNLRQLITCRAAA
# CHO-K1 Ca antag: nonselective inhibitor or artifact in parental CHO-K1 cells | 0.6% of 360,000 active | ATP-induced calcium, Fluo-8 fluorescence | inhibition, % at 3 µM | AID 602250;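 active = inhibition above a per-plate cutoff, the plate's mean sample inhibition plus 3 SD, cut at about 24% in these data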;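 note: 0% = DMSO plus EC80 ATP and 100% = DMSO alone without ATP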
# TAAR1 antagonist: antagonists of human TAAR1. Q96RJ0. CHO RD-HGA16 TAAR1, Fluo-8 calcium fluorescence, antagonist. inhibition, % at 3 µM. 1.5% of 360,000 active;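 active = inhibition above a per-plate cutoff, the mean inhibition of test compounds on that plate plus 3 SD, cut at about 49% in these data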;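 note: 0% = DMSO plus EC80 beta-PEA response and 100% = DMSO alone without agonist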
# Target sequence (Q96RJ0 whole entry, looked up): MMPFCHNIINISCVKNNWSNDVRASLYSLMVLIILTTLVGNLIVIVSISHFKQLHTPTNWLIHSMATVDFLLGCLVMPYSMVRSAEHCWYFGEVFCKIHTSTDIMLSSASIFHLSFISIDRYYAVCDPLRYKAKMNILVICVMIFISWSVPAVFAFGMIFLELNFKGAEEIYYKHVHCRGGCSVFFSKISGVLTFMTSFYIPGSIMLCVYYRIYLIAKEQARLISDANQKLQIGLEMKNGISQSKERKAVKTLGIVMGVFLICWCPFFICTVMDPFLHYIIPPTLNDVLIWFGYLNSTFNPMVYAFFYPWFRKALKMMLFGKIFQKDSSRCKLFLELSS
#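 Assay system: RD-HGA16 CHO cells with stable hTAAR1 and Gα16 / Reagent: EC80 β-phenethylamine stimulus / Doses: 3 µM, single point / Timing: dye loading 75 min at 37 °C, then 30 min room temperature / Measured by: Fluo-8 intracellular calcium dye fluorescence, real-time kinetic reads / Controls: vehicle wells and EC80 agonist wells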
# V1R ag counter: V1a receptor agonism, counter-screen for OXTR agonists. P37288. CHO-V1R cells, Fluo-8 calcium fluorescence, agonist mode; 0% DMSO, 100% 3 nM vasopressin. AID 2797. activation, % at 3 µM. 0.25% of 320,000 active;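 active = activation above the mean activation of all tested compounds plus 3 SD, per screening run, cut at about 20% in these data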;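 note: signal is peak over basal fluorescence ratio across a 100 second FLIPR read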
# Target sequence (P37288 whole entry, looked up): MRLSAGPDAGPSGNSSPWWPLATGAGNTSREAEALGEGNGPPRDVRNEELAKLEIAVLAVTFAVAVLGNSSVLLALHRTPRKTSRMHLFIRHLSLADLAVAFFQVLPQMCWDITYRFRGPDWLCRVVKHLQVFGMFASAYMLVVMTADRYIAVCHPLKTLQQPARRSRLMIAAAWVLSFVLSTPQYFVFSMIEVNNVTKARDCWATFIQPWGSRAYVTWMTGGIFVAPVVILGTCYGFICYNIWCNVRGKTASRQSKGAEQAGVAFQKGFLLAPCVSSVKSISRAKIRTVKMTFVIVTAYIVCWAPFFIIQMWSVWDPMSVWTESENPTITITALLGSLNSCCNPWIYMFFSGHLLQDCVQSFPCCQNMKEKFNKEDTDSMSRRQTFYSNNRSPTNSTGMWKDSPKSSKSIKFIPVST
# OXTR ag: activates the human oxytocin receptor; activation, % at 3 µM; 0.32% of 320,000 active; CHO-OTR cells, Fluo-8 calcium fluorescence; normalized: DMSO 0%, oxytocin 100%; P30559;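 active = activation above the mean of all tested compounds plus 3 SD, cutoff set per screening run, cut at about 20% in these data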;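 note: peak over basal fluorescence ratio from a 100 s FLIPR kinetic read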
# CHO-K1 Ca PAM: nonselective activator or artifact in parental CHO-K1 calcium assay; ATP EC20, Fluo-8 calcium fluorescence; 0% at ATP EC20, 100% at ATP max; activation, % at 3 µM; 0.02% of 360,000 active; AID 602247;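 active = activation above the run cutoff, the mean activation of all test compounds plus 3 SD, cut at about 40% in these data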;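 note: peak over basal fluorescence ratio in a 140 s read after ATP addition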
# CHO parental Ca: signal in parental CHO cells, OX1R antagonist counter-screen; 0.63% of 330,000 active; parental CHO-K1, ATP-induced calcium, Fluo-8 fluorescence; inhibition, % at 5.6 µM;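 active = inhibition above that plate's mean sample inhibition plus 3 SD, cut at about 26% in these data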;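 note: 0% = ATP-challenged DMSO wells and 100% = DMSO wells without ATP; some compounds past the cut are filed as inactive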
#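 Material: Parental CHO cells | Reagent: ATP | Compound dosing: Single nominal dose of 5.6 µM per compound | Detection: Intracellular calcium via Fluo-8 no-wash fluorescent dye | Read-out: % inhibition of ATP-induced calcium mobilization | Benchmarks: Low control ATP plus DMSO, high control DMSO only | Replicates: Singlicate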
# M1 ag parental: counter-screen for M1 agonists: effect in parental CHO-K1 cells; Fluo-8 calcium fluorescence; scaled to maximal ATP response, vehicle zero; activation, % at 3 µM; 0.48% of 360,000 active; AID 602248; in the data active = activation above about 15%;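 note: untransfected CHO-K1 host cells lacking M1 receptor as counterscreen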
# OXTR potentiate: human OXTR potentiation; AID 2445; CHO-OTR cells, Fluo-8 calcium fluorescence, potentiator mode; 0% = oxytocin EC15, 100% = EC100; P30559; 0.061% of 320,000 active; activation, % at 3 µM;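 active = activation above that plate's cutoff, the mean activation of tested compounds plus 3 SD, cut at about 6.6% in these data, passing the limit was not always enough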;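 note: 100% uses oxytocin at 75 nM as the full agonist control; some results filed as inactive read as strong as hits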
#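 Assay system: CHO cell line stably expressing human OTR | Also added: Oxytocin at about EC15, sub-maximal agonist stimulus | Times: Compound 6 min at room temperature before oxytocin, 100 s read | Measured by: Fluo-8 intracellular calcium fluorescence, ex 470-495, em 515-575 nm | Controls: EC15 oxytocin alone as 0%, 75 nM oxytocin as 100%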
# Numbers without * were called inactive; x = not tested or not shown.
SMILES,GPR7 antag,CHO-K1 Ca antag,TAAR1 antagonist,V1R ag counter,OXTR ag,CHO-K1 Ca PAM,CHO parental Ca,M1 ag parental,OXTR potentiate
COc1cc(C(=O)Nc2ccc3c(c2)OCCO3)ccc1-n1cnnn1,1.2,-8.4,-1.9,-1.8,-1.6,7.0,-13.6,0.1,-1.8
COc1ccc(CNCc2ccc(C)cc2)c(OC)c1,9.8,-10.0,-9.3,1.6,0.2,-6.3,-12.6,0.1,4.8
CCCCC(=O)NC(c1ccc(C(C)C)cc1)c1ccc2cccnc2c1O (stereo unspecified),-22.0,-3.3,22.4,0.0,3.8,12.6,-12.5,5.2,-9.6
Cc1cc(C(=O)Cn2cc(C(F)(F)F)ccc2=O)c(C)n1-c1ccccc1,2.3,-5.0,2.9,0.5,-2.0,11.2,-15.5,1.0,-0.6
c1ccc(OCCN2CCNCC2)cc1,x,-6.5,-12.8,x,x,-0.5,x,-0.1,x
CCc1ccc(-c2cc(C)no2)cc1S(=O)(=O)N1CCN(C(=O)c2ccco2)CC1,1.3,-17.9,11.1,0.8,-1.8,12.1,-21.7,2.8,-1.9
CC(C)(C)c1ccc(OCC(=O)N/N=C/c2ccc(N3CCOCC3)cc2)cc1,-10.4,-4.4,15.2,0.1,0.2,16.1,-2.6,2.4,-3.5
O=C(CN1CCOCC1)NCCNC(=O)CN1CCOCC1,-7.1,-12.9,3.4,0.1,-0.1,16.0,-5.4,0.8,-8.2
O=C(CCCCCn1c(=S)[nH]c2ccc(N3CCOCC3)cc2c1=O)NCc1cccc(Cl)c1,-12.9,-3.2,1.8,-0.9,-2.3,10.4,-15.4,0.4,-18.7
CCN1C(=NCC(C)C)N[C@@H](c2cccc(C(F)(F)F)c2)C(C(=O)OC)=C1C,19.8,-13.6,13.9,0.9,3.6,11.6,-17.1,1.6,-4.0
CCN(C(=O)COC(=O)c1cc2c(s1)CCC(C)C2)c1c(N)n(Cc2ccccc2)c(=O)[nH]c1=O (stereo unspecified),x,-19.7,-1.4,x,x,14.9,x,-0.4,x
CC(C)OCCCNC(=O)COCC(=O)Nc1ccc(OCCc2ccccc2)cc1,-16.2,-6.1,3.6,8.2,5.6,5.3,-1.7,6.2,-12.3
Cc1ccc(NC(=O)c2ncn(CC(=O)NCc3ccc4[nH]ccc4c3)n2)cc1C,x,2.2,7.7,x,x,16.0,-9.5,2.8,x
c1ccc2c(CN3CCOCC3)c3ccccc3c(CN3CCOCC3)c2c1,-10.5,-8.5,-18.6,0.2,-0.5,-3.7,-24.8,0.2,-3.4
CN=C1N(C)C[C@@H]2[C@@H]3C(=O)N(C)C(=O)[C@@H]3[C@](C)(C(=O)OC)N12,x,-13.9,2.8,x,x,16.7,12.4,0.7,x
C=CC[C@@H](CC(=O)N[C@H](CO)Cc1ccccc1)C(=O)N[C@@H](COC(=O)[C@@H](CC=C)CC(=O)OC(C)(C)C)Cc1ccccc1,x,-4.7,38.1,-0.6,-1.0,5.2,-18.2,4.1,-8.3
C=CC[C@@H]1C=C[C@H](O/N=C/c2ccc(C(=O)N3[C@H](c4ccc(C)cc4)[C@@H](C)CC[C@H]3C(=O)OC)cc2)[C@@H](CO)O1,9.0,x,x,0.1,0.1,x,-20.8,x,-9.9
CC(Sc1nnnn1-c1cccc(F)c1)C(=O)NC1CCCC1 (stereo unspecified),x,-23.3,-6.8,-0.4,0.2,14.1,-14.2,0.1,-0.2
CCn1nnnc1SCC(=O)Nc1ccc(F)cc1,2.7,-11.3,-9.8,0.3,1.1,12.0,11.7,1.2,-6.8
C=CCc1ccccc1OCC(O)CNC(C)C (stereo unspecified),-17.4,-18.2,0.0,0.8,0.0,25.5,-5.7,0.5,-6.4
O=C(c1cc(Cl)cc(Cl)c1)N1CCC2CC1c1cc(N3CCCCC3)ccc12 (stereo unspecified),x,2.1,-14.9,x,x,8.5,x,0.0,x
CCSC1=C(C#N)C(c2ccc(OC)c(OC)c2)CC(=O)N1 (stereo unspecified),-5.7,-10.3,4.7,1.3,1.0,19.6,-3.2,0.4,-2.0
COc1ccc(C2NC(=O)C(C#N)=C(S)N2c2ccc(C)cc2)cc1OC (stereo unspecified),-14.8,-11.7,-2.3,1.6,0.2,13.6,-4.2,1.0,2.4
CNC(=O)c1csc(-c2ccncc2)n1,-9.2,8.1,-0.7,0.8,0.3,-0.8,-3.3,-0.1,-1.1

# Already shown: two of the compounds above.
SMILES,GPR7 antag,CHO-K1 Ca antag,TAAR1 antagonist,V1R ag counter,OXTR ag,CHO-K1 Ca PAM,CHO parental Ca,M1 ag parental,OXTR potentiate
CCn1nnnc1SCC(=O)Nc1ccc(F)cc1,2.7,-11.3,-9.8,0.3,1.1,12.0,11.7,1.2,-6.8
C=CCc1ccccc1OCC(O)CNC(C)C (stereo unspecified),-17.4,-18.2,0.0,0.8,0.0,25.5,-5.7,0.5,-6.4

# (further entries)
SMILES,GPR7 antag,CHO-K1 Ca antag,TAAR1 antagonist,V1R ag counter,OXTR ag,CHO-K1 Ca PAM,CHO parental Ca,M1 ag parental,OXTR potentiate
CC(C)CCN(CCC(C)C)C(=O)Cc1c(O)c2ccccc2[nH]c1=O,-16.2,-8.3,-17.2,-1.5,1.1,14.9,4.0,0.4,-4.0
COc1ccc(COC(=O)NNC(=O)c2ccc(OC)cc2)cc1,-11.8,-12.7,-22.7,1.4,0.4,26.9,-9.0,1.4,-5.3
O=C(O)c1ccc(-n2nnnc2SCc2ccccc2)cc1,-4.0,6.4,-7.0,-0.5,1.1,17.6,-5.5,1.9,1.6
CCOc1ccc2[nH]c3c(N4CCC5(CC4)OCCO5)ncnc3c2c1,-4.6,x,8.5,0.3,-2.4,x,-7.0,x,0.5
Cc1ccc(-c2ccccc2NC(=O)CS(=O)CC(=O)Nc2ccc(C)c(Cl)c2)o1 (stereo unspecified),-13.3,5.3,-4.8,6.2,9.2,2.8,6.2,1.7,-8.1
O=C(Cn1cc(C(F)(F)F)ccc1=O)N1CCc2ccccc2C1,x,2.8,-27.2,-0.6,0.6,-11.7,-18.2,0.2,1.6
NC(=O)COc1c(-c2ccco2)oc2ccccc2c1=O,-5.0,-0.6,-5.2,0.5,0.3,11.8,-3.6,0.5,-6.9
Cc1cc(C)cc(SCc2noc(C(=O)NCC3CCCO3)c2C(=O)O)c1 (stereo unspecified),-12.9,5.7,2.2,-0.6,-0.3,2.1,-13.3,3.4,-7.7
Cn1cc(CN2CCC(C(=O)N3CCCC3)CC2)c(-c2ccccc2F)n1,-2.7,-21.9,-5.8,1.8,0.7,-1.9,-4.7,0.9,-2.6
Cn1cc(S(=O)(=O)N2CCc3ccccc32)cc1C(=O)Nc1ccc(Cl)cc1,-15.3,-0.2,-8.5,1.1,1.3,0.2,-6.6,0.2,-1.1
CCCCN1C(=O)/C(=C/C=C2\SCCN2C)SC1=S,0.6,17.4,28.2,x,x,2.0,x,16.0*,x
Cc1cc(C)nc(Nc2n[nH]c(COc3ccc4ccccc4c3)n2)n1,-8.8,-23.5,2.1,2.6,-0.4,14.9,-11.3,0.4,-7.0
O=c1c(Cc2ccccc2)c(O)c2cccc3c4c(n1c23)CCCC4,-21.3,-12.2,5.5,0.6,0.9,11.7,-12.5,7.3,1.6
C1CN(c2nc(N3CCOCC3)nc(N3CCOCC3)n2)CCO1,-11.0,x,x,0.3,0.0,x,15.0,x,-15.2
COC(=O)CSc1nnnn1-c1ccccc1,-12.5,-6.8,-4.7,-0.1,-0.2,15.1,8.8,0.5,-11.5
Cc1cc(NC(=O)c2cc(-c3ccccn3)nc3c(Cl)cccc23)no1,-4.3,-1.3,-10.2,-0.6,-1.0,-13.0,-10.3,0.2,-3.1
CN(Cc1c(F)cccc1Cl)C(=O)c1ccc(NS(=O)(=O)c2ccc3[nH]c(=O)[nH]c3c2)cc1,x,-11.4,-9.1,-0.4,0.1,-2.3,-5.9,0.6,-10.5
COCCn1c(SCC(=O)N2CCc3ccccc32)nc2c(c1=O)SC(C)C2 (stereo unspecified),x,8.8,-31.1,-1.4,-1.6,9.1,-11.4,0.8,-3.4
CC[N+]1(CC)CC2=Cc3ccccc3CC2C1 (stereo unspecified),-9.4,-3.1,-1.4,-0.7,-0.5,6.8,-4.4,0.1,2.2
COc1ccc(-c2nc3c(c(=O)n(C)c(=O)n3C)n2CC2CC(c3ccccc3)=NO2)cc1OC (stereo unspecified),-11.8,14.6,61.8*,0.3,-1.1,6.7,-6.9,5.9,-15.0
OCc1nc2nc(Cl)c(Cl)nc2[nH]1,-11.1,11.0,-3.4,0.4,-0.1,-10.0,7.2,0.3,-1.0
O=C(NN1CCOCC1)c1ccc(Br)cc1,x,-12.9,-10.0,0.3,-0.6,16.3,-3.5,0.5,-0.2
CSc1c(CC(=O)Nc2ccccc2Cl)n(Cc2ccccc2)c2ccccc12,-15.7,-14.5,-5.4,-0.2,0.5,19.7,-17.1,0.7,-7.3
Cc1c(Cl)c(=O)oc2cc(OCC(=O)N3CCCC(C)C3)ccc12 (stereo unspecified),x,5.8,10.4,1.8,1.8,6.8,-17.8,4.8,-3.5
CCc1ccc(NC(=O)CSC2=C(C#N)C(c3ccco3)C3=C(CCCC3=O)N2)cc1 (stereo unspecified),1.0,1.1,15.9,2.4,-0.8,10.1,14.9,0.6,-14.6
Cc1cc(C(=O)COC(=O)c2cnccn2)c(C)n1-c1ccc(Br)cc1,x,-3.4,5.8,1.0,-1.1,-1.9,-5.2,0.4,-10.0
Cc1ccc(S(=O)(=O)N2CCCC(C(=O)Nc3cccnc3)C2)cc1 (stereo unspecified),-0.9,-1.3,6.5,3.2,1.9,15.6,-20.5,1.8,-13.2
Fc1ccc(Br)cc1SCCc1ccncc1,13.4,-6.1,8.1,2.3,1.8,-6.6,-1.2,6.9,-11.2
O=C(NCCNCc1cccc(Cl)c1)c1ccco1,x,-14.4,-17.3,x,x,1.2,x,0.1,x
CN(C)c1ccc(-c2cccc3nccn23)cc1,x,-8.9,1.8,x,x,15.9,x,0.8,x
O=C(NNC(=S)NCc1ccco1)c1ccccc1Br,6.1,3.2,-14.6,0.8,-0.3,5.1,-13.4,1.8,-7.9
C#CCOCCOCCOCCNc1nc(N2CCN(C(=O)C([C@@H](C)CC)n3cc(C(N)Cc4ccc(O)cc4)nn3)CC2)nc(N2CCN(C(=O)[C@H](CCC(=O)O)n3cc(C(N)CO)nn3)CC2)n1 (stereo partly specified),-11.6,-9.6,x,2.5,0.5,10.1,1.7,0.9,-0.3
CC(=O)N1c2ccc(S(=O)(=O)NCCC(=O)N3CCCC(C)C3)cc2CC1C (stereo unspecified),-11.7,-8.2,-29.1,2.5,2.4,-10.1,-8.6,2.5,-3.4
CCOC(=O)c1ccc(S(=O)(=O)N2CCN(C(=O)c3ccccn3)CC2)cc1,x,3.4,-11.1,2.6,2.0,-16.2,-7.3,0.3,-0.1
Cc1ccc(C(O)c2ncc(-c3ccc4ccccc4c3)[nH]2)cc1F (stereo unspecified),x,1.8,-10.1,x,x,0.2,x,0.7,x

# High-throughput results (PubChem)
